p53ts 32C kill: qHTS Screen for Compounds that Selectively Target Cancer Cells with p53 Mutations: Cytotoxicity of p53ts Cells at the Permissive Temperature; H1299-p53A138V at 32C, ATP luminescence viability, 24 h; Potency, µM (highest dose often 46.1 µM), inactives show at the highest dose activity change, negative = cytotoxicity, most hits filed as cytotoxic; AID 924, 2007; actives 0.93% (n = 130,000);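 also: 0% = DMSO and -100% = full killing by reference compound; nearly all actives have a fitted effect of over 55% in size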
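ATP-content luminescence (ATPlite) read-out after 24 h compound exposure at 32C in H1299-p53A138V cells (600/well). Tested up to 46 uM. Normalized to DMSO (0%) and 100 uM tamoxifen (100% killing); Hill-fit AC50.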
Peg3 imprint: qHTS Assay for Compounds that Induce Erasure of Genomic Imprints; actives 0.02% (n = 110,000); AID 1948, 2009; mouse ES Peg3-LacZ reporter, beta-gal luminescence, 40 h; Potency, µM (highest dose often 60.7 µM), inactives show at the highest dose activity change, positive = activation, most hits filed as activators;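 also: 0% = negative control wells on the plate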
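Readout: BetaGlo luminescence (5 min, room temp) for LacZ from the normally silent maternal Peg3 allele in female Peg3LacZ-Neo ES cells. Cells 300/well, 40 h, 37C, 5% CO2. Data normalized per plate to negative controls.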
p53ts 39C tox: qHTS Screen for Compounds that Selectively Target Cancer Cells with p53 Mutations: Cytotoxicity of p53ts Cells at the Nonpermissive Temperature. actives 1.5% (n = 130,000). H1299-p53A138V viability at 39C, ATP luminescence, 24 h. Potency, µM (titrated, usually from 46.1 µM), for the others: at the top dose activity change, negative = cell killing, hits mostly cytotoxic; also: nearly all actives have a fitted effect of over 55% in size
IkB signaling: IkB Signaling. actives 0.04% (n = 110,000). ABC-DLBCL IkBa-CBG/CBR dual luciferase ratio, 4 h; response scale: scaled: untreated 0%, proteasome inhibitor 100%. Potency, µM (titrated, usually from 57.1 µM), for the others: top-dose IkBa stabilization activation; active = well fitted curve in the direction sought with a large enough effect in the signal ratio, not every such curve was filed as active; inconclusive = small, poorly fitted or top-dose-only effect, or a change in a side signal; the % refers to the signal ratio;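 also: the direction sought is a rising ratio; 0% = basal untreated cells and 100% = reference inhibitor full response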
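Luminescence ratio of IκBα-fused green versus native red beetle luciferase in OCI-Ly3 cells, 4 h post-doxycycline with compound; red signal alone, scaled from basal (0%) to zero light (-100%), flagged nonspecific or cytotoxic effects.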
Active calls of the source: *; ? = inconclusive; nt = not tested or not shown; [ ] = remark or other dose. Unless noted, calls follow the shape of the dose curve; as a rule, active = well fitted curve in the direction sought with a large enough effect; inconclusive = small, poorly fitted or top-dose-only effect, or another doubt; inactive = no such curve, though single readings can be large; an effect the other way counts as inactive or inconclusive. Unless noted, % is scaled to controls: 0 for no effect and ±100 for the full control effect; potency is read from the fitted curve at half-maximal effect.

compound,p53ts 32C kill,Peg3 imprint,p53ts 39C tox,IkB signaling
Cc1ccc(-n2nc3c(N4CCCC(C(=O)NCc5ccc(Cl)cc5)C4)nnc(C)c3c2C)cc1 (configuration not stated),-1%,-7%[10.9 µM],-17%,?
CCC1CCCCN1C1Sc2ccc(C(=O)OC)cc2NC1=O (configuration not stated),-1%,-4%,6%,0.1%
O=C1COc2ccc(C(=O)CSc3nnc(Cc4cccs4)n3-c3ccccc3)cc2N1,19%,-9%,3%,?
CCOc1ccccc1NC(=O)Cn1c(=O)n(-c2ccc(C)cc2)c(=O)c2c1cnn2C,4%,12%[10.9 µM],-15%,?
Cn1c2c(c(=O)n(C)c1=O)CN(Cc1ccco1)CN2,-2%,8%,-1%,-1.2%
CC1(COc2ccc(C[C@H]3SC(=O)NC3=O)cc2)CCCCC1,?,-2%,40µM*,?
O=C(NCc1ccccc1F)C1CCCN1C(=O)NCc1ccccc1 (configuration not stated),6%,1%,13%,1.1%
Cc1noc(-c2ccccc2OCC(=O)Nc2ccccc2[N+](=O)[O-])n1,-27%,-10%[10.9 µM],-21%,-1.3%
O=C1NC(=S)SC1=C1CCCCCC1,-3%,6%,-12%,?
Clc1ccccc1-c1nc(-c2cccnc2)no1,10µM*,-71%[inhibitor],13µM*,2.2%
CCn1c(SCC(=O)Nc2cc(C)c(Cl)cc2OC)nnc1-c1ccco1,-2%,-9%,-6%,0.2%
COc1ccc(NC(=O)CSc2nc3ccncc3[nH]2)c(OC)c1,-6%,-15%[10.9 µM],-27%,-0.6%
O=C(Nc1nc2ccccc2[nH]1)C1CCCO1 (configuration not stated),-7%,-77%[inhibitor],-1%,8.9%
Cc1cc(C(=O)Cn2nnc(-c3ccc(Cl)cc3)n2)c(C)n1CC1CCCO1 (configuration not stated),3%,-17%,-14%,?
CCOC(=O)N1CCC(NC(=O)c2cnn(-c3ccc(F)cc3F)c2C2CCN(C(=O)OC(C)(C)C)CC2)CC1,10%,-8%[10.9 µM],-10%,?
N#C/C(=C/c1cn(Cc2ccccc2Cl)c2ccccc12)C(=O)Nc1cccc(Cl)c1,8%,-13%[10.9 µM],19%,?
O=C1c2ccccc2C(=O)N1CCCOc1ccccc1,-3%,-10%,5%,0.3%
COc1ccc(C2CC(C(F)(F)F)n3nc(C(=O)O)cc3N2)cc1OC (configuration not stated),-7%,nt,2%,4.9%
COc1ccc(NC(=O)C2=C(C)Nc3ncnn3C2c2ccc[nH]2)cc1 (configuration not stated),0%,13%[10.9 µM],40%[activator],1.2%
COc1ccc(OC)c2c(C)cc(N3CCN(C(=O)c4ccc(F)cc4)CC3)nc12,-6%,-14%,-2%,4.7%
O=S(=O)(c1ccc2c(c1)OCCO2)N1CCC(n2nnc3cc(C(F)(F)F)ccc32)CC1,10%,-17%,-7%,2.6%
N#Cc1ccc(CN2CCC3(CCNCC3)CC2)cc1,-16%,nt,-12%,1.5%[11.4 µM]
COc1ccc(CNC(=O)CCc2nc(-c3ccccc3F)no2)c(OC)c1,7%,-7%,-5%,1.0%
CC(C)(C)c1ccc(C(=O)N2CC(=O)Nc3ccc(F)cc3C2c2ccc(F)cc2)cc1 (configuration not stated),23%,-3%[10.9 µM],-9%,9.6%
Cc1cccc(-n2c(=O)[nH]c3c(C(N)=O)nc(CC(C)C)nc32)c1,10%,-9%,19%,1.6%
Cc1ccc(NC(=O)c2ccc(CNS(=O)(=O)c3ccc4c(c3)C(C)(C)C(=O)N4C)cc2)cc1C,?,-15%[10.9 µM],-26%,?
CC1CCN(Cc2ccc(NC(=O)CC3Oc4ccccc4NC3=O)cc2)CC1 (configuration not stated),-5%,-7%,0%,?
CCCCC(CC)CNC(=O)CCS(=O)(=O)c1cccc2nsnc12 (configuration not stated),0%,-8%,3%,2.8%
CN(C(=O)c1ccc(C#N)cc1)c1nnc(-c2ccccn2)s1,12%,nt,36%[activator],nt
COc1ccc(C(=O)C2CCN(S(=O)(=O)c3ccc4c(c3)OCCO4)CC2)cc1,10%,-9%,-2%,5.3%
Nc1ccn(-c2ccccc2)c(=O)c1,-11%,-6%,2%,3.4%
Cc1ccc(NC(=O)c2cnc3scc(C)n3c2=O)c(C)c1,-2%,-6%,-1%,-1.3%
CCOc1ccc(-c2nnc(SCC(=O)NC3CCCCC3)nc2-c2ccc(OCC)c(OC)c2)cc1OC,21%,-12%[10.9 µM],7%,-0.5%
CC(Oc1ccccc1)C(=O)OCC(=O)NC(=O)NCc1ccco1 (configuration not stated),12%,-10%,3%,0.4%
Cc1cc(C)c2nc(N3CCCC(C(=O)N4CCC(C(N)=O)CC4)C3)sc2c1 (configuration not stated),-5%,7%,-24%,2.3%
CCCCCC/C(=N/O)c1ccccn1,-14%,-30%[inhibitor],-12%,9.2%
O=C(CSc1nnc(CNC(=O)c2ccccc2)n1-c1ccc(F)cc1)Nc1ccccc1F,3%,8%[10.9 µM],-11%,?
COc1ccc(C(=O)c2oc3ccccc3c2NC(=O)c2nc(SC)ncc2Cl)cc1Cl,-4%,-4%[10.9 µM],-8%,0.0%
Cc1ccc(C(C)n2cc(C(=O)NCc3ccncc3)nn2)cc1 (configuration not stated),-2%,1%,3%,0.4%
CCOCC(=O)Nc1c(C(=O)OCC)oc2ccccc12,-8%,-10%,-8%,-0.8%
CCOc1ccc(C(=O)c2oc3ccccc3c2NC(=O)c2cc(-c3ccc(Cl)cc3)on2)cc1,4%,-16%[10.9 µM],6%,1.5%
Cc1cccc(-c2nc(SCCCOc3cc(C)c(Cl)c(C)c3)n3[nH]c(=O)cc3n2)c1,2%,-7%[10.9 µM],-4%,-3.8%
Cc1ccc(CCNC(=O)CSCc2nc(-c3ccc(C)cc3)oc2C)cc1,14%,-17%[10.9 µM],-16%,?
CCn1c(C(=O)N2CCC(C(=O)N3CCN(c4cccc(C)c4C)CC3)CC2)cc2sccc21,17%,-13%[10.9 µM],-25%,7.9%
COc1ccc(OC)c(NC(=O)CSC2=Nc3ccccc3C3=NC(CCC(=O)NCc4ccccc4)C(=O)N23)c1 (configuration not stated),4%,-8%[10.9 µM],-16%,-0.8%
CCCCCC(=O)Nc1ccc(Cc2ccncc2)cc1,1%,nt,-3%,nt
CN(C)c1ccc(CNC(=O)C2CCCN(S(=O)(=O)c3ccc4c(c3)CCCC(=O)N4)C2)cc1 (configuration not stated),-16%,-6%[10.9 µM],-26%,1.2%
COc1cccc(-c2cc(C(=O)N3CCN(Cc4ccccc4)CC3)no2)c1,-6%,-38%[inhibitor],-15%,?
CC1(C(=O)NCc2cccnc2)CCC(=O)N1CCc1ccccc1 (configuration not stated),-8%,9%,-1%,0.5%
Cc1ccc(OCc2ccc(C(=O)N3CCOCC3)cc2)cc1C,-23%,-86%[inhibitor],-10%,?
CCOC(=O)C1CCC(CN(Cc2ccc(Cl)cc2)S(=O)(=O)c2cc(Cl)cc(Cl)c2)CC1 (configuration not stated),-18%,-16%[10.9 µM],-27%,0.0%
CC(C)Oc1ccc(C(=O)NCC(c2ccc(N(C)C)cc2)N2CCCC2)cc1 (configuration not stated),-7%,-12%[10.9 µM],-23%,0.0%
COc1ccc(Nc2oc(COc3ccc(Cl)cc3)nc2C#N)cc1,-17%,-43%[inhibitor],?,?
COC(=O)COc1ccc(Oc2nc(NC(C)(C)C)nc(N(C)C)n2)nn1,8%,19%[10.9 µM],-25%,1.1%
O=C(Nc1ccc(CN2CCOCC2)cc1)c1cc2ccccc2o1,10µM*,-3%,10µM*,?
Cc1ccc(NC(=O)Cn2cc(S(=O)(=O)N3CCC(C)CC3)c3ccccc3c2=O)c(Br)c1,12%,-12%[10.9 µM],0%,3.3%
COc1ccc(C)cc1NC(=O)CSc1nnc(-c2cc3cccc(OC)c3o2)n1N,-23%,-8%,-6%,-1.1%
CSC(=NCc1cccnc1)NS(=O)(=O)c1cccs1,-4%,5%,-15%,-3.5%
CN(CCNC(=O)c1ccc(N2CCCC2=O)cc1)CCc1ccccc1,1%,-17%,-4%,0.3%
COCCn1c(=O)[nH]c2cc(C(=O)N3CCN(Cc4ccc5c(c4)OCO5)CC3)ccc2c1=O,-11%,4%,1%,-1.8%

Next section
compound,p53ts 32C kill,Peg3 imprint,p53ts 39C tox,IkB signaling
CN(C)S(=O)(=O)N1CCc2ccccc21,11%,8%,-2%,1.5%
Brc1ccc(-c2nnc3n2C2(CCCC2)Cc2ccccc2-3)o1,4%,nt,-2%,nt
CCN1C(=O)c2ccccc2S(=O)(=O)c2ccc(C(=O)NCc3ccc(C)cc3)cc21,7%,-9%[10.9 µM],-10%,-2.7%
Cc1nnc(C)n1N1C(=O)c2cccc3cccc(c23)C1=O,-5%,nt,3%,nt
CN1CCN([C@@H]2Cc3ccccc3Sc3ccc(Cl)cc32)CC1,20µM*,nt,16µM*,-6.3%
O=C(NCCCN1CCOCC1)c1ccc(CNS(=O)(=O)c2ccc(F)cc2)cc1,-10%,-8%,17%,1.8%
O=C(c1ccco1)N1CCCC(c2ccccc2)C1 (configuration not stated),8%,-14%,5%,-3.4%
COc1ccccc1CNC(=O)C1CC(=O)N(c2ccc(C)c(C)c2)C1 (configuration not stated),2%,-9%,3%,2.4%
CC(C)(C)OC(=O)N1CCC(c2c(C(=O)O)cnn2-c2ccccc2)CC1,-9%,-6%,2%,5.2%
Cc1ccc(CNC(=O)c2ccc(NS(=O)(=O)c3c(C)noc3C)cc2)cc1,3%,-13%,-5%,0.9%
COc1ccc2c(c1)c1c(c(=O)n(-c3ccc(F)c(Cl)c3)c(=O)n1Cc1cccc(C)c1)n2C,3%,?,10%,-2.8%
CCOc1ccc(Br)cc1C1C(C(=O)Nc2ccccc2OC)=C(C)Nc2nnnn21 (configuration not stated),-1%,-3%[10.9 µM],?,2.2%
CC(C)c1ccc(C(=O)Nc2ccc(-c3nc4ccccc4s3)c(Cl)c2)cc1,6%,8%[10.9 µM],-7%,11%

Entries shown so far that contain fluorine:
compound,p53ts 32C kill,Peg3 imprint,p53ts 39C tox,IkB signaling
O=C(NCc1ccccc1F)C1CCCN1C(=O)NCc1ccccc1 (configuration not stated),6%,1%,13%,1.1%
CCOC(=O)N1CCC(NC(=O)c2cnn(-c3ccc(F)cc3F)c2C2CCN(C(=O)OC(C)(C)C)CC2)CC1,10%,-8%[10.9 µM],-10%,?
COc1ccc(C2CC(C(F)(F)F)n3nc(C(=O)O)cc3N2)cc1OC (configuration not stated),-7%,nt,2%,4.9%
COc1ccc(OC)c2c(C)cc(N3CCN(C(=O)c4ccc(F)cc4)CC3)nc12,-6%,-14%,-2%,4.7%
O=S(=O)(c1ccc2c(c1)OCCO2)N1CCC(n2nnc3cc(C(F)(F)F)ccc32)CC1,10%,-17%,-7%,2.6%
COc1ccc(CNC(=O)CCc2nc(-c3ccccc3F)no2)c(OC)c1,7%,-7%,-5%,1.0%
CC(C)(C)c1ccc(C(=O)N2CC(=O)Nc3ccc(F)cc3C2c2ccc(F)cc2)cc1 (configuration not stated),23%,-3%[10.9 µM],-9%,9.6%
O=C(CSc1nnc(CNC(=O)c2ccccc2)n1-c1ccc(F)cc1)Nc1ccccc1F,3%,8%[10.9 µM],-11%,?
O=C(NCCCN1CCOCC1)c1ccc(CNS(=O)(=O)c2ccc(F)cc2)cc1,-10%,-8%,17%,1.8%
COc1ccc2c(c1)c1c(c(=O)n(-c3ccc(F)c(Cl)c3)c(=O)n1Cc1cccc(C)c1)n2C,3%,?,10%,-2.8%
